Bioassay records as filed in PubChem.
G6PDH counter = L. mesenteroides G6PDH inhibition counter-screen | Purified L. mesenteroides G6PDH, diaphorase/resazurin coupled fluorescence, 45 min | inhibition, % at 5 µM | 200,000 compounds, 0.12% hits; in the data active = inhibition above about 50%
Diaph inh CS = inhibits diaphorase or chemically oxidizes, flagging diaphorase assay artifacts | 190,000 compounds, 0.69% hits | inhibition, % at 20 µM | diaphorase resazurin-to-resorufin fluorescence, NADH, 16 min; bacterial (C. kluyveri) enzyme, not human;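 active = primary screen inhibition at 20 µM above a set limit, cut at about 50% in these data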;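 also: plate controls were DMSO with full reaction for no effect and wells lacking NADH for full effect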
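material = Clostridium kluyveri diaphorase enzyme | amount = 0.14 U/mL diaphorase, enzyme working solution | schedule = incubation 16 min, room temperature | detection = fluorescence of resorufin formed from resazurin, Ex 544/Em 590 nm | benchmarks = positive control minus NADH, DMSO neutral control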
PPARg SRC-1 ag = agonists of human PPARgamma SRC-1 coactivator recruitment; P37231; PPARgamma-SRC-1 coactivator recruitment biochemical assay; activation, % at 8 µM; 200,000 compounds, 0.41% hits; in the data active = activation above about 19%;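 also: 0% = DMSO and 100% = reference agonist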
PPARg SRC3 recr = PPARgamma-driven SRC-3 recruitment agonism | activation, % at 8 µM | biochemical PPARgamma/SRC-3 coactivator recruitment assay | P37231 | 200,000 compounds, 0.26% hits; in the data active = activation above about 23%;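 also: 0% = DMSO and 100% = reference agonist; some compounds past the cut are filed as inactive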
Diaph act CS = activates diaphorase or chemically reduces, flagging diaphorase assay artifacts; Diaphorase/resazurin coupled assay, resorufin fluorescence, 16 min; active compounds read high; 1 = vehicle wells, 0 = NADH-free wells; activation factor at 20 µM; 190,000 compounds, 0.005% hits; AID 1229;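 active = diaphorase activity raised at least twofold by the compound at 20 µM; inactive = activation factor below 2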
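Test system: Clostridium kluyveri diaphorase, purified enzyme. Buffer or medium: 50 mM HEPES pH 7.4 buffer plus MgCl2 and Tween 20. Also added: 0.114 mM NADH and 0.1 mM resazurin, final amounts. Dosing: compound 20 µM once, DMSO 1%. Schedule: 16 min enzyme reaction, ambient temperature. Detection: fluorescence of resorufin, 544 nm excitation, 590 nm emission.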
PMI act = phosphomannose isomerase (human) activation; P34949; purified human PMI, coupled resazurin fluorescence, 20 min; active compounds read high; 1 = vehicle control, 0 substrate-free wells; activation factor at 20 µM; 190,000 compounds, 0.005% hits;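 active = activation factor of 2 or more at 20 µM, relative to plate controls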
Target sequence (P34949 whole entry, looked up): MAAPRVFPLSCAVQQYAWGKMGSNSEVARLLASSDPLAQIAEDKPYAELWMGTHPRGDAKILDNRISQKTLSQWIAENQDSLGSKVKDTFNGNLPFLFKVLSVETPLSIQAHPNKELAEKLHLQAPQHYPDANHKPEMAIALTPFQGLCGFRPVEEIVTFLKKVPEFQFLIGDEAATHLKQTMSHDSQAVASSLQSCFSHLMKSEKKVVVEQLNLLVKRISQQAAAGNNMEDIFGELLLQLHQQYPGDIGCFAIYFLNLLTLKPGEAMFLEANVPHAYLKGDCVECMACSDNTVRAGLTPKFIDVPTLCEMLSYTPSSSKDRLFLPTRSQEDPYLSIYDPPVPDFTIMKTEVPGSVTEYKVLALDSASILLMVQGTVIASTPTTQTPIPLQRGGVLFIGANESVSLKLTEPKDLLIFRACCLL
S1P3 antagonist = antagonists of human S1P3 receptor. inhibition, % at 4.98 µM. CHO S1P3 NFAT-BLA reporter, FRET fluorescence, antagonist mode. 170,000 compounds, 0.27% hits;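 active = inhibition above the plate cutoff, the mean inhibition of test wells on that plate plus 3 SD, cut at about 28% in these data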;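 also: cells challenged with S1P at its EC80 of 0.8 µM; blue over green emission ratio from cleaved BLA substrate after 4 h stimulation; 0% = S1P-stimulated wells and 100% = unstimulated DMSO-only wells; some compounds past the cut are filed as inactive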
Target sequence (Q99500 whole entry, looked up): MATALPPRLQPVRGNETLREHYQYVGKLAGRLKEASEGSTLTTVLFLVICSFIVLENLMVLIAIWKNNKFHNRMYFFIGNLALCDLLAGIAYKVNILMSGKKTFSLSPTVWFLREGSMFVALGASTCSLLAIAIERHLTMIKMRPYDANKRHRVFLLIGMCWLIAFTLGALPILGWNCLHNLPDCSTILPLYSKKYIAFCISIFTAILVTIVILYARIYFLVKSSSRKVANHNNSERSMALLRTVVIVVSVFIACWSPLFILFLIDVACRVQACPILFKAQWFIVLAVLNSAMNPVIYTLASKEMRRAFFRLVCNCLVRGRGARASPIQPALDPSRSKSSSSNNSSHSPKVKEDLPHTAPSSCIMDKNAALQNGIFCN
PMI act hi M6P = increases human PMI activity with near-saturating mannose 6-phosphate. coupled PMI enzyme assay, resazurin fluorescence, 20 min; active compounds read high; 1 = untreated enzyme, 0 = substrate-free blank. P34949. activation factor at 20 µM. 190,000 compounds, 0.34% hits;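 active = activation factor of 2 or more at 20 µM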
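Test system: human phosphomannose isomerase with PGI, G6PDH, diaphorase coupling enzymes; Amount: PMI at 15 ng/mL final; Reagent: Mannose-6-phosphate 1.0 mM (near-saturating) plus 0.22 mM NADP+; Timing: 20 min, room temperature; Technique: resorufin fluorescence at Ex 544/Em 590 nm; Dosing: 20 µM single dose.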
ROMK mod = human ROMK K+ channel modulation, primary screen. Tet-inducible ROMK, thallium flux fluorescence; actives lie on both sides. B-score at 10 µM. 130,000 compounds, 2% hits. AID 1918;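 active = signal ratio slope over the read window, or its plate-corrected B-score, at least 3 SD from the plate mean, either direction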;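 also: B-score of the F/F0 ratio slope over 7 to 12 s after thallium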
SRC2 TRFRET art = counter-screen for PPARgamma SRC-2 recruitment agonists: TR-FRET artefact; active compounds read high; TR-FRET ratio at 8 µM; 200,000 compounds, 0.4% hits; in the data active = TR-FRET ratio above about 2000; also: inactives centre near 1500
PPARg SRC2 recr = agonists of SRC-2 recruitment by human PPARgamma; 200,000 compounds, 0.34% hits; AID 1032; PPARgamma LBD-SRC-2 recruitment, biochemical; activation, % at 8 µM; P37231; in the data active = activation above about 22%;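 also: 0% = vehicle and 100% = reference agonist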
* = called active by the depositor; · = not tested or not shown.

SMILES	G6PDH counter	Diaph inh CS	PPARg SRC-1 ag	PPARg SRC3 recr	Diaph act CS	PMI act	S1P3 antagonist	PMI act hi M6P	ROMK mod	SRC2 TRFRET art	PPARg SRC2 recr
Cc1c(C(=O)NCc2ccccn2)oc2ccc(S(=O)(=O)N3CCC4(CC3)OCCO4)cc12	5	3	1	-1	1	1.4	-13	1.4	-1.1	1719	3
CCOC(=O)c1cc2n(n1)C(C(F)(F)F)CC(C)N2 (centres undefined)	-2	6	4	11	0.9	0.9	-34	1	·	1677	9
c1ccc(-c2noc(CSc3nc4ccccc4o3)n2)cc1	2	26	3	-12	0.7	0.8	1	0.9	0.38	1557	-6
O=C(CSc1ccc2ccccc2c1)Nn1cnnc1	1	6	5	4	0.9	0.9	·	1	0.81	1492	8
Cn1c(C(=O)OCC(=O)NCC2CCCO2)cc2sccc21 (centres undefined)	2	18	13	12	0.8	1	-39	0.9	·	1521	5
O=C1CSC(c2ccc(Cl)cc2Cl)N1c1ccccn1 (centres undefined)	-7	13	5	0	0.9	0.9	-4	1	-0.99	1569	-3
Cc1nn(-c2ccccc2)c(Cl)c1/C=N/NC(=O)c1ccc(NS(=O)(=O)c2cccs2)cc1	10	20	11	9	0.8	1	-2	0.9	-0.75	1464	2
Cc1cccc(NC(=O)CN2C(=S)NC(C)(C)CC2C)c1 (centres undefined)	-13	0	0	-2	1	0.9	0	1	-0.94	1526	-7
CN1CCN(c2nc3c(c(=O)n(C)c(=O)n3C)n2Cc2cccc3ccccc23)CC1	3	3	3	-1	1	0.9	·	1	-0.14	1476	5
COc1cccc(NC(=S)NNC(=O)Cn2nc(C(F)F)cc2C(F)F)c1	1	0	9	7	1	1	-13	1	-0.29	1502	2
C=CCc1cccc(Cl)c1OCCON1C(=O)CCC1=O	8	10	1	11	0.9	1	·	1	-0.29	1694	8
COc1ccccc1-c1nnc(SCC(=O)NC2CCS(=O)(=O)C2)n1CCc1ccccc1 (centres undefined)	2	-2	-2	2	1	1.1	-8	1.1	0.61	1573	-2
CCn1nnnc1NCc1ccc(N2CCCC2)cc1	18	-6	4	0	1.1	0.8	-14	0.9	0.022	1582	2
Cc1cc(NCCN2CCOCC2)n2ncc(-c3ccccc3)c2n1	4	8	-4	-12	0.9	1.1	-23	1	-0.68	1423	4
Cc1cc(C)n(CC(O)Cn2c3ccc(Br)cc3c3cc(Br)ccc32)c(=O)n1 (centres undefined)	-1	16	7	6	0.8	1	·	1	0.54	1412	4
O=C(c1ccc(Cl)c(Cl)c1)c1cc(-c2ccccn2)c(N2CCOCC2)s1	5	16	11	15	0.8	1	·	1	·	1641	10
O=C(CC1C(=O)CCCC1=O)c1ccccc1	10	13	1	-1	0.9	1.2	3	1	0.31	1361	5
O=C(O)c1ccc(Cl)c(S(=O)(=O)NCc2cccnc2)c1	-5	0	6	-2	1	1.2	-10	1.1	1.4	1571	-4
CC(C)(C)C1=C[C@@H](CO)C[C@@H](CO)C1	2	5	-2	5	0.9	0.9	-15	0.9	·	1525	7
CCC(C)NC(=O)C(Sc1ccccc1)c1ccccc1 (centres undefined)	13	-4	-4	0	1	1	-5	0.9	·	1553	-2
CCOC(=O)c1ccccc1NC(=O)CCNC(=O)Cn1cnc2ccccc2c1=O	1	13	0	6	0.9	1	10	1	·	1517	5
O=C(CS(=O)Cc1ccccc1Cl)Nc1ccccc1Cl (centres undefined)	8	13	-1	1	0.9	1.1	-11	1.1	0.99	1506	8
Cc1nc(-c2ccc(NC(=O)c3ccccc3Br)cc2)cs1	-2	23	0	2	0.8	0.9	14	0.8	0.2	1659	-2
Cc1ccc(/C(N)=N/OC(=O)c2ccc(Cl)cc2Cl)cc1	11	-2	2	-1	1	1	-5	1.1	1.1	1449	-3
COC(=O)c1ccc(CN2CCN(C(C)C)C(CCO)C2)cc1 (centres undefined)	9	-5	8	3	1.1	1.1	1	1.1	-0.07	1666	5
CC1CC(C)CN(CCCNC(=O)C2CCCN(c3nnc(N4CCCC4=O)s3)C2)C1 (centres undefined)	6	11	-1	2	0.9	0.9	-38	0.9	0.87	1228	-1
Cc1cc2c3c(c1)C(C)CC(C)(C)N3C(=O)C2=O (centres undefined)	17	15	7	5	0.8	0.7	-28	0.8	3.1*	1673	18
COC(=O)c1ccccc1NC(=O)CSc1nnc(-c2ccc(OC)cc2)n1C	-3	7	-8	-3	0.9	1	·	1.1	-0.19	1464	-7
COc1ccccc1C(O)(C(=O)NNc1ccccc1C)c1ccccc1OC	2	0	-5	5	1	0.8	-6	0.9	-0.011	1522	5
O=C(O)C1C(c2ccccc2)C(C(=O)N2CCOCC2)C1c1ccccc1 (centres undefined)	-3	15	-2	11	0.8	1	-18	1	0.76	1588	-2
N#CCCn1cc(C=O)c(-c2cccs2)n1	8	3	10	10	1	1	-12	1	-0.24	1507	6
COc1ccc(N2CCN(C(=O)c3csc4ccccc34)CC2)cc1	6	6	3	3	0.9	1	·	1	-0.82	1678	4
Cc1ccc(NC(=O)COc2cccc3ccc(C)nc23)c(Br)c1	-1	8	13	4	0.9	1	0	1	-0.76	1499	1
CC(C)C(NC(=O)c1ccco1)C(=O)NCC(c1ccco1)N(C)C (centres undefined)	6	-1	-2	-6	1	1	·	1.1	-0.35	1568	15
CCOC(=O)/C(=N\Nc1cccc(C(F)(F)F)c1)N1CCOCC1	9	12	4	1	0.9	1.5	-25	1.5	-0.15	1553	0
O=C(O)c1cccc(S(=O)(=O)N2Cc3ccccc3C2)c1	-2	11	-5	0	0.9	1.1	-14	1.1	-0.047	1297	2
CC(=O)Nc1ccc(-c2nnn(CC(=O)Nc3ccc4c(c3)OCO4)n2)cc1Cl	0	4	-4	2	1	1.1	-19	1	0.53	1561	-3
O=C(Nc1ccc(Cn2nnc3ccccc32)cc1)c1ccco1	0	12	2	6	0.9	1	-12	0.9	·	1571	3
CN(C)Cc1ccccc1C1(O)c2ccccc2CSc2ccccc21 (centres undefined)	-1	6	2	23	0.9	0.9	·	1	-1.4	1586	8
Cc1ccc2c(c1)C1CN(C)CCC1N2C(=O)c1ccccc1NS(=O)(=O)c1ccc(F)cc1C (centres undefined)	13	13	2	1	0.9	1.1	6	1.1	1	1499	0

At a glance, 2 of the compounds above:
SMILES	G6PDH counter	Diaph inh CS	PPARg SRC-1 ag	PPARg SRC3 recr	Diaph act CS	PMI act	S1P3 antagonist	PMI act hi M6P	ROMK mod	SRC2 TRFRET art	PPARg SRC2 recr
CN(C)Cc1ccccc1C1(O)c2ccccc2CSc2ccccc21 (centres undefined)	-1	6	2	23	0.9	0.9	·	1	-1.4	1586	8
Cc1ccc2c(c1)C1CN(C)CCC1N2C(=O)c1ccccc1NS(=O)(=O)c1ccc(F)cc1C (centres undefined)	13	13	2	1	0.9	1.1	6	1.1	1	1499	0

Later entries.
SMILES	G6PDH counter	Diaph inh CS	PPARg SRC-1 ag	PPARg SRC3 recr	Diaph act CS	PMI act	S1P3 antagonist	PMI act hi M6P	ROMK mod	SRC2 TRFRET art	PPARg SRC2 recr
NC(=O)CSc1nnnn1CC(CC(=O)O)c1ccccc1 (centres undefined)	1	10	-8	-2	0.9	1	-10	1	·	1406	-5
O=C(NCc1cccnc1)c1ccc(COc2ccccc2Br)o1	-18	12	3	-3	0.9	0.9	12	0.9	·	1639	15
CC(=O)c1cn(N(C)c2ncc(C(F)(F)F)cc2Cl)c(=O)[nH]c1=O	-2	-4	0	0	1	1	-24	0.9	0.25	1677	1
COc1cccc(/C=C2\SC(=S)N(c3cccnc3)C2=O)c1OC	-2	-4	-3	5	1	1	-14	1.1	·	1534	-1
O=C(c1ccc2snnc2c1)N1CCCCC1	10	5	-3	3	0.9	1	·	1.1	-0.72	1806	7
OCCSc1c(F)c(SCCO)c(SCCO)c(F)c1SCCO	0	13	-5	-11	0.9	0.9	-16	0.9	·	1504	-1
CCCCN(CC)C(=O)CSc1nc2ccccc2c(=O)n1CC1COc2ccccc2O1 (centres undefined)	0	13	3	12	0.9	0.9	·	1	·	1575	3
COc1ccccc1CN(Cc1nc2ccccc2c(=O)[nH]1)S(=O)(=O)c1ccc2ccccc2c1	-5	20	-3	2	0.8	0.9	·	0.9	·	1621	1
Cc1nn(Cc2ccccc2)c(Cl)c1C(=O)OCC(=O)NC(=O)NC12CC3CC(CC(C3)C1)C2	3	24	0	-2	0.8	0.7	5	0.8	-0.00053	1481	8
COc1ccc(N(C(=O)C(C)C)S(=O)(=O)c2cccs2)cc1	1	3	4	6	1	1	·	0.9	0.3	1447	5
CCCSC1=C(C#N)C(c2ccccc2OCC)CC(=O)N1 (centres undefined)	0	11	3	-18	0.9	0.8	-7	0.8	-0.011	1536	4
Cc1ccc(Sc2c(CO)c(-c3ccccc3)nn2C)cc1	2	6	-4	1	0.9	0.9	4	0.9	-0.32	1623	-4
COc1ccccc1NC(=O)Cn1c(=O)c(N(C)C)c(N)n(C)c1=O	6	1	10	0	1	1	-1	1	·	1532	8
O=C(O)C1CC1c1ccc(Br)cc1 (centres undefined)	0	2	4	-5	1	1	5	1	1.7	1638	1
Cc1cc(C)c(S(=O)(=O)N2CCCCC2)c(C)c1-n1ncnn1	5	14	-7	7	0.9	0.9	18	0.9	0.59	1487	-7
O=S(=O)(c1ccc2c(c1)OCCO2)N1CCN(c2cccc(Cl)c2)CC1	4	18	3	-8	0.8	0.8	14	0.8	·	1600	4
O=C(COC(=O)CCSc1ccc(Cl)cc1)NCc1ccccc1	5	19	0	3	0.8	1	1	1	-0.76	1704	16
O=C(/C=C/c1cccc(Br)c1)N1CCN(c2ccccn2)CC1	-3	9	6	4	0.9	1	-7	1	-0.36	1583	-3
Cc1noc(/C=C/N(C)C)c1S(=O)(=O)N1CCCC(C(=O)Nc2ccc3c(c2)OCO3)C1 (centres undefined)	13	-5	5	-7	1	1	-2	1.1	·	1522	6

4 entries picked at random from those above, as already listed:
SMILES	G6PDH counter	Diaph inh CS	PPARg SRC-1 ag	PPARg SRC3 recr	Diaph act CS	PMI act	S1P3 antagonist	PMI act hi M6P	ROMK mod	SRC2 TRFRET art	PPARg SRC2 recr
Cc1nn(Cc2ccccc2)c(Cl)c1C(=O)OCC(=O)NC(=O)NC12CC3CC(CC(C3)C1)C2	3	24	0	-2	0.8	0.7	5	0.8	-0.00053	1481	8
CCCSC1=C(C#N)C(c2ccccc2OCC)CC(=O)N1 (centres undefined)	0	11	3	-18	0.9	0.8	-7	0.8	-0.011	1536	4
O=S(=O)(c1ccc2c(c1)OCCO2)N1CCN(c2cccc(Cl)c2)CC1	4	18	3	-8	0.8	0.8	14	0.8	·	1600	4
Cc1noc(/C=C/N(C)C)c1S(=O)(=O)N1CCCC(C(=O)Nc2ccc3c(c2)OCO3)C1 (centres undefined)	13	-5	5	-7	1	1	-2	1.1	·	1522	6
